GIRK2 act: Activates human GIRK2-containing potassium channels | activation (% efficacy), % for hits at 37.5 µM | AID 1259324 | 34,000 tested, under 10 active | HEK293 GIRK2/NPY4 cells, thallium flux fluorescence;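 active = primary screen hit, no activity in plain HEK293 cells, and in GIRK2-only cells above 5% efficacy rising with concentration; inactive = the rest, including fluorescent compounds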;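 also: efficacy is normalized control-subtracted fluorescence 15 s after thallium addition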
Target sequence (P48051 whole entry, looked up): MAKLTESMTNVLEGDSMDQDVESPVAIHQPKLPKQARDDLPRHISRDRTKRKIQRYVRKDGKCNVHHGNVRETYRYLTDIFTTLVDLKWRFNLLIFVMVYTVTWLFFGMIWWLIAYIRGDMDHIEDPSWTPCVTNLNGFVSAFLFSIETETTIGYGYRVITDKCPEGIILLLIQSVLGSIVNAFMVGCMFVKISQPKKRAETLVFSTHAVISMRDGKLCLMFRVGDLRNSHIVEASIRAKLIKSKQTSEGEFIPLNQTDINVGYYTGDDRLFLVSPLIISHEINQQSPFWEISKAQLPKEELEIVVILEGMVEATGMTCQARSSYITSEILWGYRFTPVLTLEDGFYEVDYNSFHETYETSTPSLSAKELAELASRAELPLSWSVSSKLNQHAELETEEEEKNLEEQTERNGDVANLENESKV
Calls only; i = inactive. Only part of the results is shown; count on the stated rates, not on these rows.

Preview, 2 compounds:
canonical_smiles	GIRK2 act
CCNC(=O)C1Cc2ccccc2N1C(=O)Cc1ccc(OC)c(OC)c1 (configuration not stated)	i
CCC(C)(C)C(=O)Nc1nc2ccc(S(C)(=O)=O)cc2s1	i

The whole of this part, repeating the preview:
canonical_smiles	GIRK2 act
CCNC(=O)C1Cc2ccccc2N1C(=O)Cc1ccc(OC)c(OC)c1 (configuration not stated)	i
CCC(C)(C)C(=O)Nc1nc2ccc(S(C)(=O)=O)cc2s1	i
CCc1cccc(CC)c1NC(=O)Cn1nc(-c2ccco2)c2sc(N3CCCCC3)nc2c1=O	i
CCOc1cc(C(=O)Nc2ccc3c(c2)CCC(=O)N3CCC(C)C)cc(OCC)c1OCC	i
O=C(CN1CCC(c2nc3ccccc3[nH]2)CC1)Nc1cccc(C(F)(F)F)c1	i
COc1cccc(-c2noc(Cn3ccn(-c4ccccc4OC)c(=O)c3=O)n2)c1	i
O=C(CSc1nc(=O)n(CCO)c2c1CCCC2)N1CCc2ccccc21	i
Cc1ccnc(Nc2ccc(N3CCN(C(=O)c4cnccn4)CC3)nn2)c1	i
O=C(c1ccc(=O)n(Cc2ccc(F)cc2)n1)N1CCC(Cc2ccccc2)CC1	i
O=S(=O)(c1ccc2ccccc2c1)N1CCN(c2ccc(NCC3CCCO3)nn2)CC1 (configuration not stated)	i
O=C(Cc1csc(Nc2ccc(Cl)cn2)n1)N1CCc2ccccc2C1	i
COC(=O)c1ccc(S(=O)(=O)N2CCC(c3cccs3)CC2)cc1	i
O=C(NCC1CCN(C(=O)c2ccccc2F)CC1)c1cc2ccccc2oc1=O	i
COCC(=O)NCC1CC(=O)N(c2ccc(C)cc2)C1 (configuration not stated)	i
CC(C)(C)C(=O)N1CCC2(CC1)NC(=O)N(CCc1ccccc1)C2=O	i
Cc1cc(C)cc(C(=O)Nn2cnc3c(cnn3-c3cccc(Cl)c3)c2=O)c1	i
O=C(COc1ccccc1)N(Cc1ccncc1)c1nc2ccc(Cl)cc2s1	i
COCc1cc(=O)[nH]c2cc(NC(=O)c3cc(C4CC4)on3)ccc12	i
O=C(NCC(c1ccc(F)cc1)N1CCOCC1)C(=O)Nc1ccccc1[N+](=O)[O-] (configuration not stated)	i
O=C(C1CN(c2nc3c(C(F)(F)F)cccc3s2)C1)N1CCN(c2ncccn2)CC1	i

Additional records.
canonical_smiles	GIRK2 act
COc1ccc(-c2nnc(NC(=O)c3ccc(S(C)(=O)=O)cc3)o2)cc1OC	i
COc1ccccc1CNC(=O)CCc1csc(NC(=O)c2ccc(Cl)cc2)n1	i
CCOc1ccc(NC(=O)CCCCn2c(=O)[nH]c3ccccc3c2=O)cc1	i
Cc1ccccc1CC(=O)N1CCN(c2cc(-c3cccnc3)[nH]n2)CC1	i
Cc1nccn1CC1CCN(S(=O)(=O)N(C)C)CC1	i
CC(=O)Nc1ccc2nc(NC(=O)C3CCN(S(C)(=O)=O)CC3)sc2c1	i
CCOc1cccc2cc(C(=O)NCCn3nc(-c4cccnc4)ccc3=O)c(=O)oc12	i
O=S(=O)(c1ccccc1F)N1CCC(c2nnc(C3CC3)o2)CC1	i
Cn1nnc2c(N3CCN(CC(=O)Nc4cccc(C(F)(F)F)c4)CC3)ncnc21	i
O=c1[nH]c(SCc2ccccc2Cl)nc2c1CN(Cc1ccc(F)cc1)CC2	i
Nc1c(S(=O)(=O)c2cccs2)c2nc3ccccc3nc2n1Cc1ccco1	i
COc1ccc(NC(=O)c2ccc(=O)n(Cc3cccc(C(F)(F)F)c3)c2)cc1OC	i
CC1CC(=O)Nc2c1c(NC(=O)c1ccc(S(=O)(=O)N3CCOCC3)cc1)nn2C (configuration not stated)	i
O=C(CN1CCN(c2ccc(F)c(F)c2)C1=O)Nc1nc2c(s1)CCCC2	i
CCc1cccc2sc(N(CCN3CCOCC3)C(=O)c3cccc(S(=O)(=O)CC)c3)nc12	i
CCc1ccc(NC(=O)Cn2c(=O)c(CNc3ccccc3)cc3cc4c(cc32)OCCO4)cc1	i
CC(NC(=O)c1ccc(S(=O)(=O)N2CCCC2)o1)c1ccccc1 (configuration not stated)	i
COc1cccc(NC(=O)N(Cc2ccsc2)Cc2ccccn2)c1OC	i
COc1ccc(S(=O)(=O)NCC2(O)CCCC2)cc1OC	i
Cc1cc(-c2nnc(NC(=O)/C=C/c3cccs3)o2)nn1C	i

(next part)
canonical_smiles	GIRK2 act
CC1(C)CS(=O)(=O)N(c2ccc(Cl)c(C(=O)Nc3nccs3)c2)C1=O	i
O=S(=O)(NCC1(c2cccs2)CCCC1)c1ccccc1Cl	i
OC(COCc1ccc2c(c1)OCO2)CN1CCC(Cc2ccccc2)CC1 (configuration not stated)	i
Cc1nnsc1C(=O)N1CCC(CNC(=O)C(C)(C)Oc2ccc(Cl)cc2)CC1	i
Cc1cc(NC(=O)C2(c3cc(-c4ccco4)on3)CC2)no1	i
CCC(C)NC(=O)CN1C(=O)N(c2ccc(C)cc2)S(=O)(=O)c2ccccc21 (configuration not stated)	i
NC(=O)C1Cc2ccccc2N1C(=O)c1cc([N+](=O)[O-])ccc1Cl (configuration not stated)	i
COCCn1c(-n2nc(C)cc2C)nc2c1c(=O)n(Cc1ccccc1F)c(=O)n2C	i
Cc1ccc(C(CNC(=O)C(=O)Nc2ccc3c(c2)OCCO3)N2CCOCC2)cc1 (configuration not stated)	i
COc1ccc(-c2cc(CC(=O)NCCN3CCOCC3)no2)cc1	i
O=C(COc1ccccc1)N1CCC(Cn2cccn2)CC1	i
COc1cc(C)c(C)cc1S(=O)(=O)NCC(O)(c1ccccc1)C(F)(F)F (configuration not stated)	i
CN(Cc1ccccc1)c1nc2c(c(=O)n(C)c(=O)n2C)n1CC(O)c1ccccc1 (configuration not stated)	i
CCCC(CCC)C(=O)N1CCN(c2ncnc3c2nnn3-c2ccc(Cl)cc2)CC1	i
COc1ccc(S(=O)(=O)NCC2CCN(C(C)C)CC2)cc1Cl	i
CC1CCN(C(=O)Cc2csc(Nc3ccccc3)n2)CC1	i
NC(=O)c1ccc(NC(=O)c2ccc(N3CCCCS3(=O)=O)cc2)cc1	i
CC(C)OCCCNC(=O)C(=O)Nc1c2c(nn1C(C)(C)C)CSC2	i
CS(=O)(=O)N1CCC(C(=O)Nc2sc3c(c2C#N)CCC3)CC1	i
Cc1ccc2c(c1)NC(SCc1cccc(F)c1)=NS2(=O)=O	i

Next section.
canonical_smiles,GIRK2 act
N#CCSc1nc2ccccc2c(=O)n1Cc1ccc(C(=O)NC2CCCC2)cc1,i
CN(C)S(=O)(=O)c1cccc(NC(=O)c2cc3c(=O)n4ccccc4nc3s2)c1,i
COc1ccc(CNC(=O)NCC2CCN(C(=O)Nc3ccc(F)cc3)CC2)cc1OC,i
Cc1ccc(Cl)cc1NC(=O)C(=O)NCC(c1cccn1C)N(C)C (configuration not stated),i
COC(=O)Cn1c(=NC(=O)c2ccno2)sc2cc(F)cc(F)c21,i
Cc1cc(N(C)C)nc(NCCNC(=O)Nc2ccc(F)c(Cl)c2)n1,i
CCOC(=O)N1CCC(NC(=O)Cc2csc(NC(=O)c3ccc[nH]c3=O)n2)CC1,i
CS(=O)(=O)N1CCC(C(=O)Nc2ccc(-c3nc4ccccc4[nH]3)cc2)CC1,i
O=C1N(Cc2cccc([N+](=O)[O-])c2)c2ccccc2S(=O)(=O)N1c1cc(F)ccc1F,i
CC(=O)c1ccc(NC(=O)CSc2nc(=O)n(CC3CCCO3)c3c2CCC3)cc1 (configuration not stated),i
CC(=O)c1ccc(C(=O)Nc2nnc(-c3ccc(C)c(C)c3)o2)cc1,i
CN(C)CCCNC(=O)C(=O)Nc1cccc([N+](=O)[O-])c1,i
O=C(NCc1ccc(F)cc1)C(=O)NCC1CCN(Cc2ccco2)CC1,i
CS(=O)(=O)N1CCCSCC1CN1CCOCC1 (configuration not stated),i
COc1ccc(CCNC(=O)c2cc3cccnc3n(C)c2=O)cc1,i

Later entries:
canonical_smiles,GIRK2 act
CCc1cccc(CC)c1NC(=O)c1cccc(OC)c1,i
COCCN1COc2ccc3c(=O)c(Oc4cccc(OC)c4)c(C)oc3c2C1,i
CC1CCCCN1CC(O)COC1CC2CCC1(C)C2(C)C (configuration not stated),i
CCOC(=O)CCC(=O)N1CCN(C(=O)C2CC2c2cccs2)CC1 (configuration not stated),i
Cc1nc(-c2cccs2)c(CCC(=O)Nc2ccc3c(c2)OCO3)s1,i
C=CCNC(=O)C(=O)Nc1c2c(nn1-c1ccc(F)cc1)CS(=O)(=O)C2,i
CS(=O)(=O)c1ccc(NC(=O)c2ccc(Cl)c(S(=O)(=O)N3CCOCC3)c2)cc1,i
O=S(=O)(NCCOc1ccc2nnc(-c3ccccc3Cl)n2n1)c1ccccc1,i
COc1ccccc1NC(=O)N1CCC(CNC(=O)c2cnc3ccccc3n2)CC1,i
COc1cc(NCCNC(=O)Nc2ccccc2F)nc(OC)n1,i
CCN1CCN(CC(O)COc2ccccc2-c2ccccc2)CC1 (configuration not stated),i
COc1ccccc1-c1c(C)nn2c(NCCN3CCOCC3)cc(C)nc12,i
COc1ccc(-c2noc(CSc3nc4ccsc4c(=O)n3-c3ccc(F)cc3)n2)cc1,i
COc1ccc(SCCC(=O)Nc2ccc3sccc3c2)cc1,i
Cn1c(=O)n(CCCO)c(=O)c2c1nc1n(-c3ccccc3F)c(-c3ccccc3)cn21,i

(cont.)
canonical_smiles,GIRK2 act
O=C(Nc1ccc(CC(=O)N2CCCC2)cc1)C1CC(=O)N(c2ccccc2)C1 (configuration not stated),i
C=CCNC(=O)Cn1cc(OC)c(=O)cc1CSc1ccccc1,i
COc1ccc(OC(C)C(=O)NCCOc2ccc3nnc(-c4ccccc4)n3n2)cc1 (configuration not stated),i
COc1ccc(CCC(=O)NCCN2CCOC(c3ccccc3)C2)cc1 (configuration not stated),i
Cc1nc(-c2cccc(NC(=O)Cn3nc(-c4cccs4)ccc3=O)c2)cs1,i
Cc1ccc(N2CCCS2(=O)=O)cc1NC(=O)NCc1cccs1,i
COC(=O)c1ccc(Nc2c(C#N)cnc3ccc(Cl)cc23)cc1,i
CSc1ccccc1CN1CCC(CNC(=O)c2cc3ccccc3oc2=O)CC1,i
CS(=O)(=O)N1CCC(C(=O)N2CCN(C(=O)c3cnn4ccccc34)CC2)CC1,i
CS(=O)(=O)N1CCC(CNC(=O)C(=O)NCCC2=CCCCC2)CC1,i
O=C(CCS(=O)(=O)c1ccccc1)Nc1ccc(CC(=O)N2CCC(O)CC2)cc1,i
CN(C)CCN(C(=O)c1ccnn1C)c1nc2c(F)cc(F)cc2s1,i
CN(C(=O)CSc1ncnc2c1nnn2C)c1ccccc1,i
O=C(NCCC1=CCCCC1)C(=O)NCC1CCN(C(=O)COc2ccccc2)CC1,i
O=C(CSc1ccc(F)cc1)NCC1CCN(C(=O)/C=C/c2ccco2)CC1,i

Structural class, those above containing a cyano group (3)
canonical_smiles,GIRK2 act
CS(=O)(=O)N1CCC(C(=O)Nc2sc3c(c2C#N)CCC3)CC1,i
N#CCSc1nc2ccccc2c(=O)n1Cc1ccc(C(=O)NC2CCCC2)cc1,i
COC(=O)c1ccc(Nc2c(C#N)cnc3ccc(Cl)cc23)cc1,i

(continued)
canonical_smiles,GIRK2 act
CCOC(=O)c1c(SCC(=O)OC)nc(=O)[nH]c1C,i
COCCNC(=O)Cn1nc2c(c1NC(=O)C(=O)c1c[nH]c3ccccc13)CSC2,i
CC(C)(C)CNc1ccncc1,i
O=C(Nc1cccc(N2CCCCC2=O)c1)c1ccccc1C(F)(F)F,i
COc1ccc(CCNC(=O)CS(=O)(=O)c2ccc(Br)s2)cc1OC,i
COc1ccc(NC(=O)c2ccc(=O)n(CC(=O)Nc3cc(Cl)ccc3OC)n2)cc1,i
Cc1ccc(NC(=S)NC(=O)c2ccccc2C)nc1,i
CCc1ccccc1NC(=O)CCc1csc(NC(=O)c2ccccc2)n1,i
O=C(Nc1nc2c(s1)CCCC2)C1CCCN(c2ccc(-n3cccn3)nn2)C1 (configuration not stated),i
COc1ccc(Br)c(C(=O)NCC(O)(c2ccccc2)C(F)(F)F)c1 (configuration not stated),i
NC(=O)Cc1ccc(NC(=O)c2cccc(C(F)(F)F)c2)cc1,i
COC(=O)Nc1ccc(N2CCCC2=O)cc1,i
Cc1nnsc1C(=O)NCC1CCN(S(C)(=O)=O)CC1,i
CCc1ccccc1NC(=O)Cn1c(=O)n(C2CC2)c(=O)c2nscc21,i
Cn1ccc(-c2nnc(NC(=O)C3CCCCC3)o2)n1,i

(more compounds)
canonical_smiles,GIRK2 act
Cc1ccc(C)c(-c2csc(NC(=O)c3ccc(S(=O)(=O)N(C)C4CC4)cc3)n2)c1,i
O=C(NCCc1csc(-c2ccc(F)cc2)n1)NCc1cccs1,i
O=C(NCC(c1cccc2ccccc12)N1CCCC1)C(=O)Nc1ccc2c(c1)OCO2 (configuration not stated),i
O=C(c1ccco1)N1CCC2(CC1)NC(=O)N(CCOc1ccccc1)C2=O,i
Cn1c(SCC(=O)Nc2ccc(C(N)=O)cc2)nnc1-c1ccc(=O)n(C)c1,i
COc1ccc(-c2ccc(=O)n(CCCNC(=O)Nc3ccc4c(c3)OCO4)n2)cc1,i
COc1cc(NC(=O)COC(=O)CCCC2=NS(=O)(=O)c3ccccc3N2)cc(OC)c1,i
Cc1cc(NC(=O)c2ccc3c(c2)OCO3)n(C2CCS(=O)(=O)C2)n1 (configuration not stated),i
CCCN1C(=O)NC2(CCN(S(=O)(=O)c3ccc(OC)c(OC)c3)CC2)C1=O,i
O=C(CNS(=O)(=O)c1ccc(Cl)cc1)N1CCOC(c2ccccc2)C1 (configuration not stated),i

Some of the entries so far, as labelled records:
mol: O=C(NCC(c1cccc2ccccc12)N1CCCC1)C(=O)Nc1ccc2c(c1)OCO2 (configuration not stated)
  GIRK2 act = i
mol: O=C(c1ccco1)N1CCC2(CC1)NC(=O)N(CCOc1ccccc1)C2=O
  GIRK2 act = i
mol: Cn1c(SCC(=O)Nc2ccc(C(N)=O)cc2)nnc1-c1ccc(=O)n(C)c1
  GIRK2 act = i
mol: COc1ccc(-c2ccc(=O)n(CCCNC(=O)Nc3ccc4c(c3)OCO4)n2)cc1
  GIRK2 act = i

Bioassay records: PubChem, Vanderbilt University
